APP transl inh: APP translation inhibition; SH-SY5Y APP 5'UTR-luciferase reporter, luminescence; inhibition, % at 2 µM; 190,000 tested, 0.82% active; AID 1285;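 active means inhibition above a set limit, derived from the sample mean plus 3 SD, cut at about 45% in these data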; further: values of inactives mirror those of a sister screen read the other way
TLR4-MyD88 BLA: TLR4-MyD88 interaction inhibition in cells | inhibition, % at 8.4 µM | O00206+Q99836 | AID 861 | HeLa CL3-4 TLR4/MyD88 BLA complementation, FRET ratio | 200,000 tested, 0.18% active; in the data active means inhibition above about 25%;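 further: 0% = vehicle and 100% = reference inhibitor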
Target sequence (O00206 whole entry, looked up): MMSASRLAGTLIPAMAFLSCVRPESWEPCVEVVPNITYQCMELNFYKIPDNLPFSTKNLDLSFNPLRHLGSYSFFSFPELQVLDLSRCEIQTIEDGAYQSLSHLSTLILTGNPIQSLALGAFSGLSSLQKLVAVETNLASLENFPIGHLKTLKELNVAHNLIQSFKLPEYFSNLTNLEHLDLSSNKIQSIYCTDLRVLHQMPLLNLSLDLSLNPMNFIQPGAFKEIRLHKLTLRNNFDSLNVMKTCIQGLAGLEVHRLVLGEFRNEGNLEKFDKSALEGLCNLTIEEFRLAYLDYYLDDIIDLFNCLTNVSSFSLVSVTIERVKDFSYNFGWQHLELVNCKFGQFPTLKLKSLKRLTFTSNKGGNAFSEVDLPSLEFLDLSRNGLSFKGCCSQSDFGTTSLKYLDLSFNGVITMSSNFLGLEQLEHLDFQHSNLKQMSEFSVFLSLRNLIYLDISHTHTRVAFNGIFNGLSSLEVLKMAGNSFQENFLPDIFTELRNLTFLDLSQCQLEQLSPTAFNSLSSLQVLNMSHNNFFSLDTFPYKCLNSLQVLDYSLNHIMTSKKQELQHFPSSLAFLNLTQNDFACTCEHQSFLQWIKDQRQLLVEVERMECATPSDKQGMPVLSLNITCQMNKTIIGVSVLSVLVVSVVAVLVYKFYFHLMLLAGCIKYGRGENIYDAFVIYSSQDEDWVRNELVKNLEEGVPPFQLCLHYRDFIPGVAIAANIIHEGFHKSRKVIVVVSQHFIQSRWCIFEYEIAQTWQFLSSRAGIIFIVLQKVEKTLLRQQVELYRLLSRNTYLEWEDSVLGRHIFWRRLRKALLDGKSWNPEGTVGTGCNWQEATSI
Target sequence (Q99836 whole entry, looked up): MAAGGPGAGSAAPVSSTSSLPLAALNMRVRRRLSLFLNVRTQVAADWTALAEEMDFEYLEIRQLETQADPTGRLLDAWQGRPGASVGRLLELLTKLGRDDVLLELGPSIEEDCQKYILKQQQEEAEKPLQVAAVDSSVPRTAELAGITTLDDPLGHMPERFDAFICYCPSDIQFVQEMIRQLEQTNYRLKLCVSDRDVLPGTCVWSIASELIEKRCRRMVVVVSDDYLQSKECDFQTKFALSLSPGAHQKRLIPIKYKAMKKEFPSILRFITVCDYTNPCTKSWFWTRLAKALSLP
Diaphorase inh: diaphorase inhibition or chemical oxidation counter-screen; AID 1217; inhibition, % at 20 µM; diaphorase resazurin-to-resorufin fluorescence, NADH, 16 min; bacterial (C. kluyveri) enzyme, not human; 190,000 tested, 0.69% active;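 active means primary screen inhibition at 20 µM above a set limit, cut at about 50% in these data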;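 further: plate controls were DMSO with full reaction for no effect and wells lacking NADH for full effect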
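Detection: fluorescence of resorufin formed from resazurin, Ex 544/Em 590 nm; test system: Clostridium kluyveri diaphorase enzyme; amount: 0.14 U/mL diaphorase, enzyme working solution; times: 16-min room-temperature incubation before reading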
NF-kB expr up: compounds increasing NF-kB expression in human neuronal cells. fold change at 12.5 µM. NF-kB reporter expression; stronger effect = higher value. AID 1239. 190,000 tested, 1.6% active; in the data active means fold change above about 3.3
STAT1 act: STAT1 signaling activation | 200,000 tested, 2.6% active | activation (% of control), % at 5.5 µM | NIH 3T3 STAT1-luciferase reporter, IFN-gamma, luminescence; 100% = IFN-gamma alone, no compound;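 active means activation above the screen-wide mean activation plus 3 SD, cut at about 130% in these data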;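 further: raw ratio to IFN-gamma control signal so 100% means no change and 0% no light; values of inactives mirror those of a sister screen read the other way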
FLuc act counter: firefly luciferase counter-screen for stimulation assays | 200,000 tested, under 10 active | ATPlite luciferase biochemical, luminescence, 10 min; 0 = ATP-free wells, 1 = DMSO control | activation factor at 10 µM | AID 1027;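 active means luciferase activation factor, scaled between plate controls, of at least 2 with compound at 10 µM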
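System: Luciferase/luciferin detection reagent, cell-free biochemical luciferase assay | Medium: PBS buffer for ATP | Dosing: Test compounds dosed from 2 mM stocks in 100% DMSO | Timing: 10 min at ambient temperature | Signal: Luminescence measurement of luciferase light output | Evaluation: Luciferase activation, seen as luminescence increase over controls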
APP 5'UTR act: activates APP 5'UTR luciferase reporter; 190,000 tested, 1% active; activation, % at 2 µM; SH-SY5Y APP 5'UTR luciferase reporter, luminescence; zero percent = DMSO vehicle wells; AID 1276;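 active means activation above a set limit, based on mean plus 3 SD of controls, cut at about 140% in these data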; further: values of inactives mirror those of a sister screen read the other way
FLuc inh counter: inhibits firefly luciferase, flagging false hits in luciferase inhibition screens; P08659; ATPLite firefly luciferase biochemical luminescence, 10 min; inhibition, % at 10 µM; 200,000 tested, 1.5% active;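 active means inhibition above about 50% when tested at 10 µM, limit read from the data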
G6PDH counter: counter-screen for G6PDH assay hits: L. mesenteroides G6PDH inhibition; AID 1020; 200,000 tested, 0.12% active; inhibition, % at 5 µM; Purified L. mesenteroides G6PDH, diaphorase/resazurin coupled fluorescence, 45 min; in the data active means inhibition above about 50%
Diaphorase act: activates diaphorase or chemically reduces, flagging diaphorase assay artifacts | Diaphorase/resazurin coupled assay, resorufin fluorescence, 16 min; stronger effect = higher value; 1 = vehicle wells, 0 = NADH-free wells | activation factor at 20 µM | 190,000 tested, 0.005% active;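 active means diaphorase activity raised at least twofold by the compound at 20 µM; inactive means activation factor below 2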
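System – purified diaphorase enzyme from Clostridium kluyveri · Input – enzyme 0.07 U/mL final · Also added – final NADH 0.114 mM, resazurin 0.1 mM · Measured by – fluorescence of resorufin, 544 nm excitation, 590 nm emission · Timing – 16 min enzyme reaction, ambient temperature · Measure – resorufin increase flagging diaphorase activators or reducers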
* marks the source's active call; other numbers are inactive results; . = no result given. Rows were taken by chance (roughly 5.6% active in at least one column).

SMILES	APP transl inh	TLR4-MyD88 BLA	Diaphorase inh	NF-kB expr up	STAT1 act	FLuc act counter	APP 5'UTR act	FLuc inh counter	G6PDH counter	Diaphorase act
O=C(Nc1nnc(C2CC2)s1)C1CC(=O)N(c2ccc3c(c2)OCCO3)C1 (stereo unspecified)	-15	3	9	1.2	100	1.1	15	-8	2	0.9
Cc1ccc(C)c(N(C)C(=O)COc2cc(=O)n(C)c3ccccc23)c1	10	6	19	0.94	96	1.1	-10	-5	-7	0.8
CC(C)CNc1nnnc2c1sc1nc(N3CCOCC3)c3c(c12)CC(C)(C)SC3	0	-5	22	0.35	104	1.1	0	-9	9	0.8
CCCc1[nH]nc2c1C(c1ccc(OC)c(Cn3nnc4ccccc43)c1)C(C#N)=C(N)O2 (stereo unspecified)	3	-15	20	1.1	99	1.1	-3	-6	-1	0.8
CC(=O)Nc1sc2c(c1-c1nc3ccccc3s1)CCN(C(C)C)C2	70*	-10	40	2.7	285*	1	-70	-3	8	0.6
CCCSc1nc(C)c2cc(C)cc(C)c2n1	3	6	18	0.98	89	1	-3	-1	12	0.8
OCC#CCSc1nnc(-c2ccc(Br)cc2)o1	6	1	11	1.3	114	1	-6	4	-15	0.9
COc1ccc(CC(=O)Nc2cccc(/C(C)=N/NC(=O)c3cccc([N+](=O)[O-])c3)c2)cc1	-4	0	21	0.52	106	1.1	4	-5	1	0.8
CCN(c1cccc(C(F)(F)F)c1)S(=O)(=O)c1ccc2c(c1)CCN2C(=O)C1CC1	-5	-7	13	0.75	98	1.1	5	-8	-1	0.9
CC(=O)C1=C(c2ccccc2)NC(=O)NC1c1ccccc1OCC(=O)Nc1ccccc1 (stereo unspecified)	6	0	2	0.7	94	1	-6	-2	2	1
O=C(CC(c1ccccc1)c1cc(Br)ccc1O)N1CCCC1 (stereo unspecified)	-10	11	-6	0.89	82	1	10	0	7	1.1
C=CCn1c(=O)c(C(=O)Nc2cccnc2)c(O)c2ccccc21	3	-1	-2	1.1	108	0.9	-3	10	13	1
COc1ccc(C(=S)NC2CCCCC2)cc1	-20	-1	16	1.6	120	0.9	20	12	3	0.8
Cc1ccc(-n2cnc(=O)c3cccnc32)cc1	-11	-9	4	1.1	104	1	11	4	3	1
CC(C)n1c(N2CCN(CC(=O)NCc3cccs3)CC2)nc2ccccc21	-13	-4	3	1.3	103	1	13	-4	4	1
CC(C)OC(=O)n1c(=S)oc2ccccc21	-40	7	-2	1.1	92	1	40	4	9	1
O=C(CSc1c(Cl)cccc1Cl)NC1CCCc2ccccc21 (stereo unspecified)	5	-7	17	0.98	96	1.1	-5	-6	10	0.8
CCN(CC)S(=O)(=O)c1cccc(C(=O)OCC(=O)C23CC4CC(CC(C4)C2)C3)c1	10	-5	25	0.79	95	1	-10	-5	-5	0.8
CC1CC(C)CN(C(=O)C(NS(=O)(=O)c2ccc(Br)s2)c2ccccc2)C1 (stereo unspecified)	-18	-8	12	1.8	97	1	18	-1	5	0.9
COc1ccc(C(=O)N2CCN(c3ccc(C)cc3)CC2)cc1OC	-5	-5	9	0.94	93	1.1	5	-8	-2	0.9
Cc1ccc(C(C(=O)NC2CCCC2)N(Cc2ccc(F)cc2)C(=O)c2csnn2)o1 (stereo unspecified)	-27	-9	17	1.1	97	1	27	-3	2	0.8
Cc1cc(NS(=O)(=O)c2ccc(NC(=O)c3oc4ccccc4c3C)cc2)no1	20	-12	28	1	103	1	-20	2	11	0.7
COc1cccc(C(=O)NN2c3ccccc3CCc3ccccc32)c1	-9	4	0	1.1	99	1	9	-1	21	1
Cc1cc(C)cc(OCc2nnc(SCC(=O)OC(C)C)o2)c1	-8	4	5	1.1	100	1	8	-2	5	0.9
CCCc1cc(=O)[nH]c(Nc2cc(OC)ccc2OC)n1	15	2	18	1.1	100	1.1	-15	-5	0	0.8
CCN(CC)S(=O)(=O)c1cc(NC(=O)CSc2nccn2C)ccc1C	-20	17	5	1.6	102	0.9	20	6	-4	0.9
CCCn1c(N)c(C(=O)CSc2nc3ccccc3s2)c(=O)[nH]c1=O	-18	-2	2	1.6	95	1.1	18	-7	2	1
Cc1ccc(S(=O)(=O)NCc2cccnc2)s1	4	14	2	1.1	101	1	-4	-4	16	1
COC(=O)c1ccccc1NC(=O)CSc1nnc(C(CO)NC(=O)c2ccccc2Cl)n1C (stereo unspecified)	-8	-2	4	1.1	91	1	8	-4	8	1
CC[C@H](C)/C=C(C)/C=C/C1=CC2=CC(=O)[C@]3(C)OC(=O)[C@@H](C(C)=O)[C@@H]3C2=CO1	3	33*	29	3.8*	95	1.1	-3	-10	18	0.7
COc1ccc(N2C(=O)CC(N(CCc3ccccc3)C(=O)/C=C/C(=O)O)C2=O)cc1 (stereo unspecified)	4	-12	3	1	104	1.1	-4	-6	5	1
CCOC(=O)c1nn(-c2ccc(C)c(C)c2)cc1O	-114	4	11	2.9	101	0.5	114	50*	5	0.9
COc1cccc(-n2ccnc2SCC(=O)Nc2ccccc2)c1	-8	-6	13	1.2	92	1.1	8	-7	2	0.9
Cn1c(=O)cc(Cl)[nH]c1=O	10	-7	0	1	99	1	-10	-3	1	1
COc1cc(OC)c(OC)cc1CNCCNC(=O)c1nonc1N	7	7	20	1.1	102	1.1	-7	-5	2	0.8
COc1ccc(/C(O)=C2/C(=O)C(=O)N(CCN(C)C)C2c2ccc(OC)c(OC)c2)c(C)c1 (stereo unspecified)	0	0	.	0.93	97	.	0	.	.	.
CCC[C@@H]1C[C@@H](C(=O)N[C@@H](C2O[C@H](SC)[C@H](O)[C@@H](O)[C@H]2O)[C@H](C)Cl)N(C)C1 (stereo partly specified)	3	-17	9	1.2	104	1	-3	0	13	0.9
Oc1ccccc1N1CCN(C(=S)Nc2ccc(SC(F)F)cc2)CC1	0	4	6	1.3	94	1.1	0	-6	8	0.9
Cc1cc(C)c2c(c1)-c1c(ssc1=S)C(C)(C)N2C(=O)CN1C(=O)c2ccccc2C1=O	6	-11	7	0.32	104	1	-6	-2	15	0.9
Cc1ccc(-c2nnn(CC(=O)N(c3ccccc3)C(C(=O)NC3CCCC3)c3ccco3)n2)o1 (stereo unspecified)	0	-1	0	1.2	101	1	0	-4	7	1
Brc1ccc(-n2cc(-c3ccccc3)c3c(NN4CCOCC4)ncnc32)cc1	-5	12	18	0.59	100	1.1	5	-10	2	0.8
CCOc1ccc(CCNC(=O)Cn2cccc2C(=O)c2ccccc2)cc1OCC	19	9	8	0.98	109	1	-19	3	22	0.9
COc1ccc2oc(C(=O)NCCC(C)C)c(C)c2c1	-139	-2	11	1	135*	0.5	139*	50	4	0.9
C=CCNCCOCCSc1ccc(Cl)cc1	-1	6	17	1.2	90	1.1	1	-6	4	0.8
CCOC(=O)c1ccc(NC(=O)c2ccc(CN3CCOCC3)cc2)cc1	-16	-13	2	1.3	93	1	16	-1	-2	1
Cc1ccccc1NC(=S)N(C)C1(c2ccccc2Cl)CCCCC1=O (stereo unspecified)	-21	-5	20	1	100	1	21	-4	7	0.8
Cc1n[nH]c(=O)nc1N1CCN(c2ccccc2)CC1	0	9	7	1	104	1.1	0	-8	12	0.9
O=C(CSc1cccc[n+]1[O-])NC(=O)c1ccc(OC(F)F)cc1	19	5	-3	1	110	1	-19	-1	2	1

Structural class: the entries above with an aryl thioether with sulfur outside any ring
SMILES	APP transl inh	TLR4-MyD88 BLA	Diaphorase inh	NF-kB expr up	STAT1 act	FLuc act counter	APP 5'UTR act	FLuc inh counter	G6PDH counter	Diaphorase act
CCCSc1nc(C)c2cc(C)cc(C)c2n1	3	6	18	0.98	89	1	-3	-1	12	0.8
OCC#CCSc1nnc(-c2ccc(Br)cc2)o1	6	1	11	1.3	114	1	-6	4	-15	0.9
O=C(CSc1c(Cl)cccc1Cl)NC1CCCc2ccccc21 (stereo unspecified)	5	-7	17	0.98	96	1.1	-5	-6	10	0.8
Cc1cc(C)cc(OCc2nnc(SCC(=O)OC(C)C)o2)c1	-8	4	5	1.1	100	1	8	-2	5	0.9
CCN(CC)S(=O)(=O)c1cc(NC(=O)CSc2nccn2C)ccc1C	-20	17	5	1.6	102	0.9	20	6	-4	0.9
CCCn1c(N)c(C(=O)CSc2nc3ccccc3s2)c(=O)[nH]c1=O	-18	-2	2	1.6	95	1.1	18	-7	2	1
COC(=O)c1ccccc1NC(=O)CSc1nnc(C(CO)NC(=O)c2ccccc2Cl)n1C (stereo unspecified)	-8	-2	4	1.1	91	1	8	-4	8	1
COc1cccc(-n2ccnc2SCC(=O)Nc2ccccc2)c1	-8	-6	13	1.2	92	1.1	8	-7	2	0.9
Oc1ccccc1N1CCN(C(=S)Nc2ccc(SC(F)F)cc2)CC1	0	4	6	1.3	94	1.1	0	-6	8	0.9
C=CCNCCOCCSc1ccc(Cl)cc1	-1	6	17	1.2	90	1.1	1	-6	4	0.8
O=C(CSc1cccc[n+]1[O-])NC(=O)c1ccc(OC(F)F)cc1	19	5	-3	1	110	1	-19	-1	2	1

Next part:
SMILES	APP transl inh	TLR4-MyD88 BLA	Diaphorase inh	NF-kB expr up	STAT1 act	FLuc act counter	APP 5'UTR act	FLuc inh counter	G6PDH counter	Diaphorase act
Cn1nnnc1SCc1ccc(C(=O)Nc2ccc(Br)cc2)cc1	-84	3	11	2	124	0.9	85	10	-1	0.9
CCOc1ccc(-n2c(Cc3cc(=O)[nH]c(=O)[nH]3)nnc2SC(C)C)cc1	7	-11	16	1.2	101	1.1	-7	-8	0	0.8
Cn1c(=O)[nH]c(=O)c2c1nc(Br)n2CC(O)c1ccccc1 (stereo unspecified)	0	5	-22	1.1	105	1.1	0	-7	4	1.2
CC(C)CC1C(C#N)=C(N)Oc2n[nH]c(-c3cccs3)c21 (stereo unspecified)	7	2	24	1	90	1.1	-7	-8	6	0.8
N=C1C(c2ccccc2)=C(O)CN1NC(=O)c1ccccc1	-3	7	-1	1.1	102	1	3	-4	12	1

Full records from above. Order of values: APP transl inh, TLR4-MyD88 BLA, Diaphorase inh, NF-kB expr up, STAT1 act, FLuc act counter, APP 5'UTR act, FLuc inh counter, G6PDH counter, Diaphorase act
`CC1CC(C)CN(C(=O)C(NS(=O)(=O)c2ccc(Br)s2)c2ccccc2)C1` (stereo unspecified) is listed with -18, -8, 12, 1.8, 97, 1, 18, -1, 5, 0.9
`Cc1cc(C)c2c(c1)-c1c(ssc1=S)C(C)(C)N2C(=O)CN1C(=O)c2ccccc2C1=O` is listed with 6, -11, 7, 0.32, 104, 1, -6, -2, 15, 0.9
